High-throughput results from PubChem BioAssay.
MC4R antagonist: MC4R antagonists of cAMP signaling, primary screen, cell-based, TR-FRET, antagonist arm of biased-ligand search. MC4R-expressing cells, MTII-stimulated cAMP, LANCE TR-FRET. inhibition, % at 6.5 µM. 360,000 compounds, 0.48% hits. AID 540295, 2011;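 active means inhibition above its plate's cutoff, the mean of tested wells on that plate plus 3 SD, cut at about 29% in these data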;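 further: 0% = Melanotan II alone and 100% = Melanotan II plus saturating MCL0020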
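Material – human MC4R-expressing U2OS cells · Repeats – no replicates · Detection – TR-FRET with Eu-cAMP and labeled anti-cAMP, 671 nm · Times – compound 30 min, challenge 1 h, detection 1 h · Compound – single nominal compound dose of 6.5 µM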
aDG glyco act: activators of alpha-DG glycosylation, primary screen, uHTS, Pro5-aDG cells, AlphaScreen. alpha-DG glycosylation AlphaScreen (IIH6); 0% Pro5, 100% B10-LARGE cell signal. activation, % at 10 µM. 360,000 compounds, 0.22% hits. AID 624168, 2012;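 active means activation of at least 8% versus controls, or a plate z-score of at least 8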;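 further: Pro5 are CHO cells carrying HIG-tagged alpha-DG that lacks glycosylation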
MC4R barr agon: MC4R agonists recruiting beta-arrestin, primary screen, cell-based, luminescence, agonist arm of biased-ligand search; Melanocortin receptor 4 (Homo sapiens), P32245; U2OS MC4R beta-arrestin complementation; percent of melanotan II response, DMSO zero; activation, % at 8.9 µM; 360,000 compounds, 0.98% hits;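 active means activation above a per-plate cutoff, the mean activation of sample wells on that plate plus 3 SD, cut at about 8% in these data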
Exocytosis inh: LAMP-1 surface exposure blockers, TALL-104 cells – cell-based, flow cytometry, MLPCN library, primary screen; TALL-104 LAMP-1 surface exposure; cells stimulated with thapsigargin and PMA; inhibition, % at 10 µM; 360,000 compounds, 0.66% hits; AID 651702, 2012;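 active means inhibition above about 55%, limit read from the data; inconclusive means no clear call, values can overlap the other calls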
ABCB6 inh 2: ABCB6 transporter inhibitors, primary screen, K562-ABCB6 cells, flow cytometry, MLPCN library; ATP-binding cassette sub-family B member 6 (Homo sapiens), Q9NP58; K562-ABCB6 porphyrin accumulation, 1 h; hits give low values; fluorescence ratio to DMSO, % at 10 µM; 360,000 compounds, 0.19% hits; AID 602162, 2011;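 active means fluorescence ratio to DMSO below 75%, the collection mean minus 3 SD; inconclusive means too few cells collected in the well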;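 further: signal is porphyrin accumulated inside mitochondria; 100% equals median channel fluorescence of DMSO control wells; lower ratio means ABCB6 inhibition with less porphyrin fluorescence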
Target sequence (Q9NP58 whole entry, looked up): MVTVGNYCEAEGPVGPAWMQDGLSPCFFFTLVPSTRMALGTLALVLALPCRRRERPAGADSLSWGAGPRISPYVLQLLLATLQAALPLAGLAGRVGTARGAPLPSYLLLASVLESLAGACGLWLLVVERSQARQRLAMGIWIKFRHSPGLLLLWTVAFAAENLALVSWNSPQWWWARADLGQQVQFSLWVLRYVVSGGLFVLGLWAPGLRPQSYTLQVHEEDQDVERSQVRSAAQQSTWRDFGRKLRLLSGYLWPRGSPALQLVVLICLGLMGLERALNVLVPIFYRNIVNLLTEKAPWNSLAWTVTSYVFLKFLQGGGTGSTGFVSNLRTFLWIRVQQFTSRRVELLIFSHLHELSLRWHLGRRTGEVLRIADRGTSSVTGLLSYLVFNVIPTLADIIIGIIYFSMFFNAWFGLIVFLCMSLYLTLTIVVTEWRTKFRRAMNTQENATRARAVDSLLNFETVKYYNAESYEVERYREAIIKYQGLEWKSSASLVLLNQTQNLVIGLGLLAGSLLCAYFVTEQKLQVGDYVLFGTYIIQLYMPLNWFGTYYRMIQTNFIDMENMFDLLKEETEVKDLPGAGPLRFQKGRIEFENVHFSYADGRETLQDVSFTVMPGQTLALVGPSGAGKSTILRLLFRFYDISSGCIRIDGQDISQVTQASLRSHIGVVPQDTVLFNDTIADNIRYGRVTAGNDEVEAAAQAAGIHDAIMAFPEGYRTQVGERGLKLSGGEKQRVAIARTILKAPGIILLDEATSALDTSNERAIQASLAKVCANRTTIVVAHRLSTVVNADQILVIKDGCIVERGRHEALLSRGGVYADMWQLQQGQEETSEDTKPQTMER
Vif imaging: HIV Vif self-association inhibitors, primary screen, imaging, HEK293T, single point | inhibition, % at 7.49 µM | HEK293T cells, Vif self-association by quenched fluorescence, 24 h | 340,000 compounds, 0.35% hits | AID 602346, 2012; in the data active means inhibition above about 50%, passing the limit was not always enough; inconclusive means no clear call, values can overlap the other calls; inactive means below about 31%; further: some results filed as inactive read as strong as hits
ABHD5-PLIN5 inh: ABHD5-PLIN5 interaction inhibitors, primary screen, cell lysate, split luciferase complementation, luminescence; Split G. princeps luciferase complementation, 4 h; inhibition, % at 4 µM; 360,000 compounds, 0.78% hits; AID 602281, 2012;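 active means inhibition above the mean inhibition across every tested compound plus 3 SD, cut at about 22% in these data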;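 further: 0% = DMSO only wells and the 100% control is not disclosed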
TLR9-MyD88 inh: inhibitors of TLR9-MyD88 association in cells, primary screen, cell-based, CHO, BLA complementation, fluorescence | Toll-like receptor 9 (Homo sapiens) + Myeloid differentiation primary response protein … | CCF4 FRET ratio | inhibition, % at 4.98 µM | 340,000 compounds, 0.21% hits;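 active means inhibition above the mean over all tested compounds plus 3 SD, cut at about 21% in these data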;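 further: 0% = DMSO only wells and 100% = clavulanate BLA inhibitor control wells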
Glyco luc inh: increase of ERlucT glycosylation luciferase signal, primary screen, N-linked glycosylation inhibitor project, D54 ERlucT cells, luminescence, set 2; D54 ERlucT glycosylation luciferase reporter, 24 h; percent of 100 nM tunicamycin response; reporter increase, % at 12.5 µM; 360,000 compounds, 0.23% hits; AID 588692, 2011;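 active means mean luciferase reporter signal, scaled so untreated is 0 and the glycosylation-blocking control 100, at or above a set limit in every replicate; inconclusive means mean reaches the limit but not every replicate does; inactive means mean below the limit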;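 further: luciferase carries N-glycosylation sites so blocking glycosylation raises the light; 0% = median of neutral control wells and 100% = median of 100 nM tunicamycin wells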
NOD2-RIPK2 inh: NOD2-RIPK2 binding disruptors in cells, primary screen, fluorescence, CHO cells, BLA complementation. Receptor-interacting serine/threonine-protein kinase 2 (Homo sapiens), O43353. CCF4 ratio. inhibition, % at 4.98 µM. 360,000 compounds, 0.38% hits. AID 624267, 2012; in the data active means inhibition above about 21%;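 further: 0% = vehicle only and 100% = reference blocker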
Numbers without * were called inactive; ? = inconclusive; nt = not tested or not shown. This is a subset (hit frequency here may not be typical).

SMILES	MC4R antagonist	aDG glyco act	MC4R barr agon	Exocytosis inh	ABCB6 inh 2	Vif imaging	ABHD5-PLIN5 inh	TLR9-MyD88 inh	Glyco luc inh	NOD2-RIPK2 inh
CC(C)N(C(=S)Nc1cccnc1)c1ccccc1	13	-0.1	-1.7	-6	91	0	-5	2	0	-1
CCOc1ccc(C(=O)O)cc1OC	-2	0.0	-3.1	0	96	0	5	2	-1	-11
CCC(=O)NC(=S)NNC(=O)c1ccc(O)cc1	1	-0.2	0.2	0	100	33	2	-3	2	1
COc1ccc(Nc2cc(C)nc3nc(C)nn23)c(OC)c1	-6	0.0	1.1	3	92	-4	4	2	-7	-5
CC1CCN(c2ccccc2NC(=S)NC(=O)C(C)(C)C)CC1	12	0.1	1.3	23	100	2	-6	-8	-1	-1
COc1cccc(C(C(=O)NC2CCCC2)N(Cc2ccc(C)cc2)C(=O)c2ccco2)c1OC (configuration not stated)	-3	-0.2	0.2	-2	101	nt	5	-1	-1	-8
CC1(c2nnnn2Cc2ccccc2)CCC(=O)N1CCCN1CCOCC1 (configuration not stated)	nt	-0.1	nt	-3	97	nt	2	nt	nt	-4
N/C(=N\OC(=O)C1CCCCC1)c1cccc(Br)c1	18	0.7	-0.5	0	102	3	-5	-6	-2	1
COC(=O)[C@]1(C)N[C@H](CN(C)C(=O)c2ccc(C)cc2)[C@@H]2C(=O)N(C)C(=O)[C@@H]21	-1	0.1	1.0	-1	96	-2	8	-2	2	-8
Cc1ccccc1OS(=O)(=O)c1cccc([N+](=O)[O-])c1	12	-0.3	4.7	-1	98	0	-2	5	1	-8
Cc1cccc(NCc2ccc(N(C)C)cc2)n1	7	-0.1	-0.5	-12	95	-4	-3	4	-2	-8
O=C(NCc1cc(C(F)(F)F)ccc1Cl)c1cccc2c1C(=O)c1ccc(N3CCC(Cc4ccccc4)CC3)cc1S2(=O)=O	0	0.2	1.0	-4	174	-4	-1	-9	-3	-1
O=c1c(-c2cccc([N+](=O)[O-])c2)[n+]([O-])c2ccccc2n1O	-10	0.3	-0.6	-3	98	5	-1	-3	2	-2
S=c1[nH]nc(COc2ccc(Cl)cc2)o1	5	-0.2	-1.8	0	103	-2	-8	-4	0	3
O=C(COC(=O)c1ccc(O)cc1)Nc1ccc2c(c1)OCCO2	11	0.8	-0.9	-2	91	-3	7	-2	1	-11
COc1ccc(-n2c(=O)c3ccccc3n(CC(=O)Nc3cc(C)on3)c2=O)cc1OC	0	0.0	-1.1	2	207	nt	0	4	1	-10
CC(C)c1cccc(C(C)C)c1NC(=O)COC(=O)[C@H](C)NC(N)=O	-4	0.1	-1.2	-3	106	1	-6	-1	0	3
CC1(C(=O)NS(=O)(=O)c2ccc(Cl)cc2)CCN1C(=O)C1CC1 (configuration not stated)	0	0.2	-1.1	-1	99	4	-11	nt	-1	6
CCOC(=O)c1c(NC(=O)Cn2nc(C(F)F)cc2C(F)F)sc(C)c1C	16	0.4	-0.9	7	91	-5	-11	0	-2	-5
CCn1c(C)nc2c1C(=O)c1ccccc1C2=O	-1	0.6	-0.4	1	102	18	-2	-12	5	-1
O=C(c1cnc2ccc(Cl)cc2c1Cl)N1CCOCC1	10	0.1	-4.3	1	94	-1	2	6	3	1
COc1ccc(S(=O)(=O)NC2CC3CCC2C3)cc1Br (configuration not stated)	11	0.0	-0.2	-6	99	-2	3	-3	-2	17
Cc1cccc(/C=N/NC(=O)C2CCCNC2=O)c1 (configuration not stated)	6	-0.2	-1.2	-1	89	-1	-9	5	3	-6
O=C1[C@H]2C(c3ccccc3)=NN(c3ccccc3)[C@H]2C(=O)N1c1ccccc1	16	0.0	-1.2	8	105	8	-7	-6	0	-6
Cc1cc(=O)n2nc(N3CCCC3C(=O)Nc3ccccc3C)sc2n1 (configuration not stated)	-2	0.0	-0.3	-5	103	nt	1	4	-1	-6
SMILES	MC4R antagonist	aDG glyco act	MC4R barr agon	Exocytosis inh	ABCB6 inh 2	Vif imaging	ABHD5-PLIN5 inh	TLR9-MyD88 inh	Glyco luc inh	NOD2-RIPK2 inh
Cc1ccc(S(=O)(=O)N2CCCC2CNC(=O)c2ccc3c(c2)OCO3)cc1 (configuration not stated)	1	0.2	0.5	7	86	-10	9	-1	7	-1
C=C(CCO)C1=CCN(S(=O)(=O)C(C)(C)C)[C@H]1CCO	-1	-0.2	-2.0	-1	102	nt	-14	-7	0	-6
COc1ccccc1N(Cc1ccccc1)S(=O)(=O)c1cccc(C(=O)N2CCCCC2)c1	8	0.2	0.3	-7	98	-10	8	0	-4	3
CCOC(=O)c1ccc(NC(=O)CNS(=O)(=O)c2ccccc2)cc1	4	0.0	-1.8	-3	99	10	2	-7	0	10
COc1ccccc1OCc1nc(C#N)c(NCc2ccco2)o1	4	-0.2	-3.1	-1	91	-5	1	-6	-2	-2
COc1ccccc1CNC(=O)CSc1ccc(-c2ccncc2)nn1	4	-0.1	-0.1	-5	101	2	-2	9	-1	7
COc1cc(OC)c(OC)cc1/C=N/n1c(C)nc2ccccc2c1=O	6	0.0	1.9	2	102	3	5	3	-1	2
Cc1ccc(NC(=O)c2c(C)noc2C)cc1	-2	0.0	-1.1	-1	104	8	7	3	2	-12
O=C(/C=C/c1c(Cl)nc2ccccn12)N1CCN(c2ccccc2F)CC1	10	0.4	0.7	-1	93	5	4	4	4	3
CCCCNC(=O)C1CCC(CNS(=O)(=O)c2c(C)cc(C)cc2C)CC1 (configuration not stated)	22	-0.1	-0.2	1	101	-6	-2	-6	-3	-4
O=[n+]1c2c(n([O-])c3c1CCCC3)CCCCC2	4	0.0	-0.1	0	94	6	3	-1	0	-1
O=S(=O)(c1ccc(F)cc1)N1CC2CCCN2c2ccc(C(F)(F)F)cc21 (configuration not stated)	7	0.0	3.6	4	95	0	-1	-11	-5	-5
CN(C)c1ccc(N2C(=NC(=O)c3ccccc3)SC3CS(=O)(=O)CC32)cc1 (configuration not stated)	14	0.2	-1.7	0	89	8	-2	3	2	-14
CC(=O)c1sc(NC(=O)C2CC(=O)N(Cc3ccccc3)C2)nc1-c1ccccc1 (configuration not stated)	8	-0.2	-3.4	8	97	-20	-7	11	1	-7
Cc1ccc(Cn2c(SCC(=O)NCc3ccco3)nc3ccsc3c2=O)cc1	17	0.0	-2.5	-2	98	-12	3	-3	1	-4
COc1ccc(C2(C)NC(=O)N(CC(=O)Nc3cccnc3Cl)C2=O)cc1 (configuration not stated)	5	0.0	-3.7	-2	100	-8	4	4	0	-8
Cc1c(C)n(Cc2ccccc2)c2ncnc(NCCCN(C)C)c12	2	0.1	-1.6	27	92	-18	7	10	-3	-7
CSCC[C@H](NC(=O)OC(C)(C)C)C(=O)N/N=C/c1cccc2cccnc12	2	0.3	-1.3	4	100	-13	-1	-11	3	4
O=C(CC1=NCCNC(c2ccccc2)C1)c1ccccc1O (configuration not stated)	6	0.0	5.6	-2	99	nt	12	-9	-2	10
CN1C(=O)CSc2ccc(C(=O)O)cc21	3	0.1	1.6	4	103	19	0	-3	1	-9
CC1(C(=O)NS(=O)(=O)c2cccc(F)c2)CCN1C(=O)Cc1ccc(-c2ccccc2)cc1 (configuration not stated)	7	-0.1	-1.8	-2	104	-1	-2	nt	0	9
CCOC(=O)C1(C(=O)OCC)CCN(S(=O)(=O)c2ccccc2)CC1	0	0.2	-2.0	-3	101	20	8	6	-1	-9
COc1ccc(C)cc1CN1C(=O)c2ccccc2C1=O	4	0.0	0.1	-9	96	-10	7	-6	3	-10
CCCn1nc(C(=O)OCC(=O)Nc2ccc(C)cc2)c2ccccc2c1=O	5	-0.3	3.6	0	101	-14	-4	-15	2	-5
Cc1cc(C)n(-c2nc3ccccc3nc2N2CCCC2)n1	-1	0.3	0.0	-1	97	nt	-4	4	-4	-11
SMILES	MC4R antagonist	aDG glyco act	MC4R barr agon	Exocytosis inh	ABCB6 inh 2	Vif imaging	ABHD5-PLIN5 inh	TLR9-MyD88 inh	Glyco luc inh	NOD2-RIPK2 inh
CC(C)OCCCNC(=O)Cn1ccc2cc(S(=O)(=O)N3CCCCCC3)ccc21	-1	0.2	1.4	-5	94	-9	-16	-6	-1	1
O=C(NCC(NS(=O)(=O)OCC(Cl)(Cl)Cl)c1ccccc1)C(F)(F)F (configuration not stated)	2	-0.1	-0.4	-2	103	12	8	5	2	0
Cc1ccc(SCC(=O)c2sc(-c3ccccc3)nc2C)cc1	1	0.3	-0.1	14	91	-8	-1	-12	-1	-12
CCCCCc1c(O)nc(SCCN(C)C)[nH]c1=O	13	0.1	-0.2	1	98	8	-6	-1	2	2
COc1ccc(Cl)cc1-c1nc(-c2ccc(NC(=O)c3ccncc3)cc2)no1	5	0.0	0.2	0	105	nt	4	-14	2	-1
O=C(CSCc1c(F)cccc1Cl)NCc1ccco1	-1	0.4	-1.6	2	101	0	-4	-5	-1	-1
CCc1nc(SCC(=O)Nc2nccs2)c2oc3ccccc3c2n1	6	-0.2	7.1	-1	91	12	-2	-6	-4	2
O=C(c1cccs1)N1N=C(c2ccc(O)cc2)CC1c1ccccc1 (configuration not stated)	-4	-0.3	-0.1	-1	94	-4	3	2	3	15
Cn1c(=O)[nH]c(=O)c2c1nc(N1CCCCC1)n2CCSc1nc2ccccc2o1	2	0.0	-1.0	1	?	34	-6	2	0	-23
CCOc1ccc(C(C(=O)NC2CCCCC2)N(CCOC)C(=O)c2snc(C(N)=O)c2N)cc1 (configuration not stated)	6	0.1	-3.1	-2	96	4	-1	-8	2	-25
C[n+]1ccc(/C=N/Nc2nc(Cl)c(C#N)c(Cl)c2Cl)cc1	-18	-0.3	-4.2	0	103	27	20	4	2	8
O=C(O)CCC(=O)Nc1ccc(NC(=O)c2ccc(Cl)cc2Cl)c(Cl)c1	0	0.0	0.4	-3	98	5	-3	0	2	-5
CCn1cc(C(=O)NCc2ccccn2)c(=O)c2cc(F)c(N3CCN(C)CC3)cc21	1	0.2	-0.7	-3	102	-1	-2	-1	-1	3
CC(=O)Nc1nc(C)c(C(C)=O)s1	12	0.0	1.1	0	97	-1	1	1	2	-2
CCNCc1cc(Cl)c(OCc2ccccc2)c(OCC)c1	-2	3.8	-0.7	6	96	-9	11	-3	-2	-7
COc1ccccc1CNc1nc(NCCOc2ccccc2)c2sccc2n1	-1	3.2	-3.1	56*	98	11	5	nt	-5	-5
